Compound activity (PubChem BioAssay)
OX1R antag-1: blocks the human orexin 1 receptor; CHO/OX1R cells, Fluo-8 calcium fluorescence, orexin A; inhibition, % at 5 µM; 330,000 tested, 0.43% active; AID 434989;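 active means inhibition above its plate's threshold, mean inhibition of all tested compounds on the plate plus 3 SD, cut at about 37% in these data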;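 further: 0% = orexin A challenge wells and 100% = SB-334867-A antagonist wells; not every result past the cut was called active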
Target sequence (O43613 whole entry, looked up): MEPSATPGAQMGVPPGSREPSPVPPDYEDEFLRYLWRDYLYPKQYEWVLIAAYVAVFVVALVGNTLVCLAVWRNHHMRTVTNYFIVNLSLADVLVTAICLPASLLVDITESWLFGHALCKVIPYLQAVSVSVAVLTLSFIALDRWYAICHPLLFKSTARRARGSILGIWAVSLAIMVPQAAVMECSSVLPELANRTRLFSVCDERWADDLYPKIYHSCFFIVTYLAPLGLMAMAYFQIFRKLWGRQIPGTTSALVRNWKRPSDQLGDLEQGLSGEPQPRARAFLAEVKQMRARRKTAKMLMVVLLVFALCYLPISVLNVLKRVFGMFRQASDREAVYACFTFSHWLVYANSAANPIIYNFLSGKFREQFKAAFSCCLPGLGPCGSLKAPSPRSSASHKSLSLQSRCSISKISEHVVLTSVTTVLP
OX1R antag-2: antagonists of human orexin 1 receptor (OX1R). OX1R-expressing cells, FRET antagonist read-out. AID 485270. inhibition, % at 6.6 µM. 330,000 tested, 1.8% active. O43613; in the data active means inhibition mostly above about 38%, no sharp cut-off; inactive means mostly below about 40%;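 further: 0% = agonist challenge alone and 100% = reference antagonist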
CHT allo act: allosterically activates the human high affinity choline transporter; B-score at 10 µM; CHT-expressing cells, membrane potential dye, choline EC20; active compounds read high; LV-AA mutant CHT in HEK293 cells; 310,000 tested, 0.49% active;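 active means initial fluorescence not abnormally high and integrated response B-score, plate-corrected, over 3 SD above library mean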
Target sequence (Q9GZV3 whole entry, looked up): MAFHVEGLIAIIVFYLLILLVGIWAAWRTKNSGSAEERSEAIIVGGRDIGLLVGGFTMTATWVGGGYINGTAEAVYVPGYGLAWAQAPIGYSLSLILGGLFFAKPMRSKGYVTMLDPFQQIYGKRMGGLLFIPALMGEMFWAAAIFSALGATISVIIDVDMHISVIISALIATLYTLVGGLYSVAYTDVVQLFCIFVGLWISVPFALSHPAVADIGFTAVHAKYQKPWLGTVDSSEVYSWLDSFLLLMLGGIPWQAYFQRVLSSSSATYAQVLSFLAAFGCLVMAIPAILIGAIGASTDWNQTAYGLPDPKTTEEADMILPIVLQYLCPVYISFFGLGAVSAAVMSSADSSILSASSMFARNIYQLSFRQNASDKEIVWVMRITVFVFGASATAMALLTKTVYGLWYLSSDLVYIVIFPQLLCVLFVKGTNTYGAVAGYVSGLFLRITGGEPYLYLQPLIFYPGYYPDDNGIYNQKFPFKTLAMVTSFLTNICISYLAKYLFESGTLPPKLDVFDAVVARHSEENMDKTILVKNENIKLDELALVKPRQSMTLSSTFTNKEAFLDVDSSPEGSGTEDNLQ
Numbers without * were called inactive; i = inactive; nt = not tested or not shown. Hits appear at their usual frequency, and some 2.5% of all compounds hit somewhere here.

The first 3 compounds (preview)
Order of results – OX1R antag-1	OX1R antag-2	CHT allo act
(1) CCn1c(COc2ccccc2)nnc1SCc1ccc(C#N)cc1
→ -13	16	i
(2) O=C(NNC(=O)c1ccc(Br)s1)c1ccc(F)c(S(=O)(=O)N2CCOCC2)c1
→ 15	7	nt
(3) COc1ccc(N(CC(=O)N2CCN(c3ccccc3F)CC2)S(=O)(=O)c2c(C)n[nH]c2C)cc1
→ -19	18	i

All compounds of this part, from the first entry:
Order of results – OX1R antag-1	OX1R antag-2	CHT allo act
(1) CCn1c(COc2ccccc2)nnc1SCc1ccc(C#N)cc1
→ -13	16	i
(2) O=C(NNC(=O)c1ccc(Br)s1)c1ccc(F)c(S(=O)(=O)N2CCOCC2)c1
→ 15	7	nt
(3) COc1ccc(N(CC(=O)N2CCN(c3ccccc3F)CC2)S(=O)(=O)c2c(C)n[nH]c2C)cc1
→ -19	18	i
(4) COc1ccc(OCc2cnc(Cl)s2)cc1
→ -4	21	i
(5) CC(C)(C)OC(=O)N1CC(O)CC1C(=O)OCC(=O)c1ccc(Cl)cc1 (centres undefined)
→ -3	8	i
(6) CCC(C)[C@H](NC(=O)c1cc2cc(Cl)ccc2n1C)C(=O)N1CCC[C@H]1C(=O)O (some centres undefined)
→ -28	3	i
(7) O=C1CC(c2ccc(F)cc2)Cc2nc(N3CCN(c4ccccc4)CC3)ncc21 (centres undefined)
→ -4	6	i
(8) Cc1nc(C)n(C)c(=O)c1-c1ccccc1
→ 4	1	i
(9) O=C(CCCCn1c(=O)c2ccccc2n(Cc2ccc(F)cc2Cl)c1=O)NCc1ccco1
→ -18	33	i
(10) CCOc1ccc(NC(=O)c2ccc(NC(=O)COC(=O)Cc3ccc(OC)cc3)cc2)cc1
→ -2	15	i
(11) COCC(C)NC(=O)c1cc(-c2ccc(O)cc2)on1 (centres undefined)
→ -16	7	i
(12) O=C(CSc1ncccn1)NCc1ccc(Cl)cc1
→ -7	9	i
(13) COC(=O)N/N=C\c1c(C)nn(-c2ccccc2)c1Cl
→ -5	19	i
(14) COC(=O)c1cc2occc2n1Cc1ccc(Cl)cc1
→ -17	-1	i
(15) Cc1ccsc1/C=N/n1c(=S)[nH]nc(C)c1=O
→ 0	11	i
(16) O=C(C1CCN(S(=O)(=O)c2cccc([N+](=O)[O-])c2)CC1)N1CCOCC1
→ 8	12	i
(17) CCn1c(C)c(C)c2cc(C(=O)N3CCN(c4ccccc4)CC3)ccc21
→ -20	9	i
(18) O=C(NCC(c1cccs1)N1CCc2ccccc21)c1ccccc1 (centres undefined)
→ -38	24	i
(19) CCCCCn1c(N)c(-c2nc3ccccc3o2)c2c([N+](=O)[O-])nn(C)c(=O)c21
→ -8	3	i
(20) COc1ccc(-c2nc3c(c(=O)[nH]c(=O)n3Cc3ccccc3)n2C)cc1
→ -9	16	i
(21) CC1C/C(=N\NC(=S)NC(C)C)CC(C)(C)C1 (centres undefined)
→ -7	5	i
(22) FC(F)(F)c1ccccc1-n1ccnc1
→ 0	12	i
(23) O=C(Nc1ccc(-c2csc(Nc3ccc(Cl)cc3)n2)cc1)c1cccc(C(F)(F)F)c1
→ -26	3	i
(24) NC(=O)c1oc2ccc(Cl)cc2c1NC(=O)CN1CCOCC1
→ 1	7	i
(25) COc1cc(C(=S)N2CCOCC2)cc(OC)c1OC(=O)c1cccc(C)c1
→ 21	66*	i
(26) O=C(NNC(=O)C1COc2ccccc2O1)c1cccc([N+](=O)[O-])c1 (centres undefined)
→ -31	13	i
(27) COc1cc(NC(=O)c2cccnc2)c(Cl)cc1NC(=O)c1ccccc1
→ -14	11	i
(28) COc1ccc(C2Nc3ccccc3C(=O)N2c2ccc(Cl)cc2)cc1Cn1cc([N+](=O)[O-])cn1 (centres undefined)
→ -3	19	i
(29) COc1ccc(/C=C\C(=O)NCC(=O)N/N=C/c2ccc(O)cc2O)cc1
→ -33	12	i
(30) CCC(C(=O)Nc1cnccn1)c1ccccc1 (centres undefined)
→ -1	11	i

Record cards, as listed above:
Profile of CCn1c(COc2ccccc2)nnc1SCc1ccc(C#N)cc1 = OX1R antag-1: -13; OX1R antag-2: 16; CHT allo act: i
Profile of CC(C)(C)OC(=O)N1CC(O)CC1C(=O)OCC(=O)c1ccc(Cl)cc1 (centres undefined) = OX1R antag-1: -3; OX1R antag-2: 8; CHT allo act: i

New compounds follow:
Order of results – OX1R antag-1	OX1R antag-2	CHT allo act
(31) O=c1[nH]cnc2nc(-c3ccccc3)c(-c3ccccc3)nc12
→ -5	129*	i
(32) O=c1[nH]c(SCc2nc3ccccc3c(=O)n2-c2ccccc2)nc2ccccc12
→ -23	56	i
(33) Cc1cccc(NC(=S)N(Cc2cccs2)Cc2cc3cc(C)ccc3[nH]c2=O)c1
→ -21	8	i
(34) O=C(c1ccccc1)c1ccc(OCCCN2CCCCC2)cc1
→ -31	19	i
(35) COc1ccccc1-n1c(C)nnc1SCC(N)=O
→ -8	10	i
(36) CC(C)C(OC(=O)Cn1nnc2ccccc21)C(=O)NC1CCCC1 (centres undefined)
→ -19	10	i
(37) O=C(NCC1CCCO1)C(c1cccs1)N(C(=O)c1ccc(CN2CCOCC2)o1)c1ccc(Cl)cc1 (centres undefined)
→ -26	14	i
(38) COc1ccc(NC(=O)c2cccc(Oc3ccccc3)c2)cn1
→ 7	6	i
(39) COCCNC(=O)C(c1ccc(C)o1)N(C(=O)c1snc(C(N)=O)c1N)c1ccc(C)c(C)c1 (centres undefined)
→ -15	6	i
(40) O=C(Nc1ccc(S(=O)(=O)N2CCCCCC2)cc1)c1ccc(Br)o1
→ -13	20	i
(41) Cc1ccc(N=Nc2ccc(O)c3ncccc23)cc1
→ 44	21	i
(42) Nc1nc(C2CCOCC2)cs1
→ -3	-2	i
(43) COc1ccc(C(=O)n2cnc3ccccc32)cc1Br
→ 12	1	i
(44) CCCCCOC(=O)CSc1nnc(-c2cc(OC)c(OC)c(OC)c2)o1
→ -16	26	i
(45) O=C(NC1CCCCC1)N(Cc1nc2ccccc2c(=O)[nH]1)C1CCCCC1
→ -38	16	i
(46) CC(C)c1nc(CNC(=O)CC2C(=O)NCCN2Cc2cccc(F)c2F)cs1 (centres undefined)
→ -19	17	i
(47) N/C(=N\OC(=O)c1cccc2ccccc12)c1cccc([N+](=O)[O-])c1
→ -1	25	i
(48) O=C(NN=C1CCCC1)c1[nH]c2ccc(Cl)cc2c1-c1ccccc1
→ -17	-5	i
(49) CSc1ccc(/C=C/C(=O)OCC(=O)NC2CC2)cc1
→ 11	8	nt
(50) COc1cc(C2Nc3ccc4ncccc4c3C3=C2C(=O)CCC3)cc(OC)c1O (centres undefined)
→ -14	68*	i
(51) CC1(C)Cc2c(c(=S)nc(-c3ccccc3)n2CCN2CCOCC2)CO1
→ -12	1	i
(52) COc1ccc(CCNC2=C(Cl)C(=O)N(CCc3ccc(OC)c(OC)c3)C2=O)cc1OC
→ 17	57	i
(53) O=S(=O)(c1ccc2ccccc2c1)N1CCN(S(=O)(=O)N2CCCCC2)CC1
→ -6	7	i
(54) O=C(c1cc(N2C(=O)C3C4CCC(C4)C3C2=O)ccc1Cl)N1CCN(c2ccccc2)CC1 (centres undefined)
→ -25	5	i
(55) COc1ccc(C(=O)N2c3ccccc3C(=O)OC2c2ccc3c(c2)OCO3)cc1 (centres undefined)
→ -10	34	i
(56) CCN(C(=O)CN1C(=O)c2ccc([N+](=O)[O-])cc2C1=O)C1CCS(=O)(=O)C1 (centres undefined)
→ -5	90*	i
(57) CC[C@@H](C)[C@@H](C(=O)N1CCN(C(=O)OC(C)(C)C)CC1)n1cc(CCCN=C(NC(=O)OC(C)(C)C)NC(=O)OC(C)(C)C)nn1
→ -25	34	i
(58) Cc1ccnc(N2CCC(C(=O)Nc3ccc4c(c3)OCCO4)CC2)n1
→ -14	7	i
(59) O=C(O)c1cc(Cl)ccc1NC(=O)C1CCCO1 (centres undefined)
→ -12	15	i
(60) CCN(C(=S)Nc1ccc(OC(F)F)cc1)C1CCCCC1
→ 5	-1	i

Entries by screen from the entries so far:
Nos. 32 to 43 in OX1R antag-2 read 56, 8, 19, 10, 10, 14, 6, 6, 20, 21, -2, 1

(listing goes on)
Order of results – OX1R antag-1	OX1R antag-2	CHT allo act
(61) O=C(Nc1nc2ccc(Cl)cc2s1)c1ccc(Br)o1
→ -8	50	i
(62) O=C(N1CCN(c2ccccc2)CC1)C1(S(=O)(=O)c2ccc(Cl)cc2)CC1
→ -22	19	i
(63) CNc1sc(C(=O)c2ccc(F)cc2)c(N)c1-c1nc2ccccc2s1
→ -17	7	i
(64) Cc1ccccc1NC(=O)c1ccc(CSc2ncccn2)cc1
→ -15	9	i
(65) O=C(Nc1ccc(N2CCOCC2)cc1N1CCOCC1)c1ccco1
→ -6	12	i
(66) O=C(O)C1CC=C(Cl)CC1C(=O)NCc1ccccc1 (centres undefined)
→ 5	5	i
(67) CS(=O)(=O)N1CCC(C(=O)N2CCN(C(c3ccccc3)c3ccccc3)CC2)CC1
→ -3	3	i
(68) O=C(NC(=S)Nc1ccc(S(=O)(=O)Nc2nccs2)cc1)c1ccccc1F
→ -7	9	i
(69) Cc1cccc(-n2c(C)cc(/C=N/NC(=O)c3cccc([N+](=O)[O-])c3C)c2C)c1
→ -25	8	i
(70) COc1ccc(-n2ccc(-c3nn(-c4cccc(C(F)(F)F)c4)ccc3=O)n2)cc1
→ -18	3	i
(71) CC1CCCc2sc3nc(N4CCN(CCO)CC4)n4ncnc4c3c21 (centres undefined)
→ -33	28	i
(72) NNC(=O)c1ccc(COc2ccc3ccccc3c2)o1
→ -33	5	i
(73) CC(C#N)Sc1nc2ccccc2c(=O)n1-c1ccccc1 (centres undefined)
→ -12	9	i
(74) CC(C)/C=N/Nc1nc2c(c(=O)n(C)c(=O)n2C)n1C
→ -13	11	i
(75) CC(C)=C(NC(=O)c1ccccc1)C(=O)N1CCOCC1
→ -8	-2	i
(76) CC(=O)c1c(C)[nH]c(C(=O)Nc2ccc(F)cc2F)c1C
→ -22	23	i
(77) CSc1nsc(SC)c1C(=O)Nc1ccc(C)cc1
→ -40	18	i
(78) CCCCCn1c(Sc2ncccn2)nc2c1c(=O)[nH]c(=O)n2C
→ -35	34	i
(79) Cc1nc(SCC#N)c2c(C)c(C)sc2n1
→ -26	13	i
(80) COc1cnn(C(C)(C)C)c(=O)c1Cl
→ -3	3	i
(81) COc1ccc(N2CCN(C(CNC(=O)C(C)(C)C)c3cccnc3)CC2)cc1 (centres undefined)
→ -12	2	i
(82) CCOC(=O)CNC(=S)n1ncnc1N
→ -3	26	i
(83) C/C=C/c1ccc(OCC(=O)Nc2cc(OC)c(OC)c(OC)c2)c(OC)c1
→ -29	8	i
(84) CN(C)CCNCc1ccccc1OC1CCCC1
→ -16	2	i
(85) CC(=O)Cc1nsc(NC(=O)c2ccc(-c3ccccc3Cl)o2)n1
→ 61*	80*	i
(86) CCN(CC)C(=O)C(=O)N/N=C/c1cccc(Br)c1
→ -22	7	i
(87) COc1cccc(OC)c1C(=O)Nc1cccc(C(C)=O)c1
→ -13	6	i
(88) Cc1cccc(NC(=O)CCC(=O)Nc2nnc(C(F)(F)F)s2)c1
→ -8	6	i
(89) CC12CCC(C(=O)N3CCN(C(c4ccccc4)c4ccccc4)CC3)(OC1=O)C2(C)C (centres undefined)
→ -33	6	i
(90) COc1ccc(C(=O)Nc2cccc(C(=O)O)c2)cc1S(=O)(=O)N1CCCC1
→ 4	-1	i
(91) Oc1ccc(/C=N/Nc2ccc(C(F)(F)F)cn2)c(O)c1
→ 4	7	i
(92) CC(=O)N(CCN1CCOCC1)Cc1cc2cc3c(cc2nc1Cl)OCO3
→ -14	5	i
(93) Cc1cccc(CCN(C(=O)c2csnn2)C(C(=O)NC2CCCC2)c2ccco2)c1 (centres undefined)
→ -20	27	i
(94) O=C(Cc1c(F)cccc1Cl)Nc1ccncc1
→ -18	0	i
(95) CCC(=O)Nc1c(-c2ccccc2Cl)c(=O)c2ccccc2n1C
→ -5	11	i
(96) Cc1ccc2c(c1)c1c3n2CCN(C(=O)CN2CCN(C)CC2)C3CCC1 (centres undefined)
→ -32	20	i
(97) COc1ccc(C)cc1NC(=S)N1CCN(c2ncccn2)CC1
→ -28	5	i
(98) CN(C)c1ccc(NC(=O)CCN2CCN(c3ccccn3)CC2)cc1
→ -20	0	i
(99) O=C(CSC(=S)N1CCOCC1)Nc1ncc2c(n1)CC(c1ccco1)CC2=O (centres undefined)
→ -10	15	i
(100) CNC(=O)c1nc[nH]c1C(=O)NC
→ -25	11	i
(101) CCOC(=O)CCP(=O)(O)C(C)(O)c1ccccc1 (centres undefined)
→ -6	12	i
(102) Cc1ccccc1NC(=O)Cc1c[nH]c2ccccc12
→ 8	9	i
(103) CCCN(CC1CCCO1)C(=O)CCc1nnc(CCc2ccc(OC)cc2)o1 (centres undefined)
→ -12	3	i
(104) COC(=O)CN(C#N)c1nc(C)cc(C)n1
→ -16	10	i
(105) O=C(COC(=O)c1cccnc1Nc1cccc(C(F)(F)F)c1)NCc1ccc2c(c1)OCO2
→ -6	3	i
(106) CCOC(=O)N1CCN(CC(=O)Nc2ccc(F)cc2)CC1
→ -18	10	i
(107) Cc1cc(C(=O)CN2C(=O)NC3(CCCC3)C2=O)c(C)n1-c1ccc2c(c1)OCO2
→ -29	31	i
(108) OC1(C(F)(F)F)CC(O)(C(F)(F)F)n2nc(-c3ccccc3)cc2N1 (centres undefined)
→ -16	7	i
